# Source: PubChem
# CHT inh: inhibits the human high affinity choline transporter | CHT-expressing cells, membrane potential dye, choline response; active compounds read low | AID 488975 | B-score at 10 µM | 310,000 compounds, 0.86% hits | Q9GZV3;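 active = B-score over 3 SD under the library average, and starting fluorescence ratio not unusually high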;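 also: choline stimulus applied at its EC90 after an EC20 pre-addition; B-score computed on integrated fluorescence ratio after choline addition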
# Target sequence (Q9GZV3 whole entry, looked up): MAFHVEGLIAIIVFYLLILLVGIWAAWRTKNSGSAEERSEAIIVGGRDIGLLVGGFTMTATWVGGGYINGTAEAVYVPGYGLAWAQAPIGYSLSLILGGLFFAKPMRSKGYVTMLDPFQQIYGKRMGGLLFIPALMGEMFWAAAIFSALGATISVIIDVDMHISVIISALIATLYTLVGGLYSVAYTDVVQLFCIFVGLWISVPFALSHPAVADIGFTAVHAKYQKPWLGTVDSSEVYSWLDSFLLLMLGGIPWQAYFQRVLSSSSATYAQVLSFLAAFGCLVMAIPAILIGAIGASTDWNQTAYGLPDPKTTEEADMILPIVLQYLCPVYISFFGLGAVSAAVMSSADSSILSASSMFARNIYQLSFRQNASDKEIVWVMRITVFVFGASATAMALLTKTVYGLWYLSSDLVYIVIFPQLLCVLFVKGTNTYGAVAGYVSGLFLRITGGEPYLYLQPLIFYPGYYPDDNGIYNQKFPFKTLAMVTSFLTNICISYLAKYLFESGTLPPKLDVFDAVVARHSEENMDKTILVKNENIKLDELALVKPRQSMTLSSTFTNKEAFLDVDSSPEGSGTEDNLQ
# Kir21 inh: Kir2.1 (mouse) channel inhibition; P35561; HEK293-Kir2.1, FluxOR thallium flux fluorescence; active compounds read low; B-score at 10 µM; 310,000 compounds, 0.85% hits; AID 1672;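 active = fluorescence ratio B-score at or below minus 3 SD of library scores, with starting-brightness B-score within 2 SD, cut at about -4.2 in these data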;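 also: channel flux triggered by added potassium and thallium sulfate stimulus; B-score of peak minus minimum fluorescence over baseline after thallium stimulus; more negative B-score means stronger Kir2.1 block with less thallium influx; some compounds called inactive have numbers as strong as hits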
# Target sequence (P35561 whole entry, looked up): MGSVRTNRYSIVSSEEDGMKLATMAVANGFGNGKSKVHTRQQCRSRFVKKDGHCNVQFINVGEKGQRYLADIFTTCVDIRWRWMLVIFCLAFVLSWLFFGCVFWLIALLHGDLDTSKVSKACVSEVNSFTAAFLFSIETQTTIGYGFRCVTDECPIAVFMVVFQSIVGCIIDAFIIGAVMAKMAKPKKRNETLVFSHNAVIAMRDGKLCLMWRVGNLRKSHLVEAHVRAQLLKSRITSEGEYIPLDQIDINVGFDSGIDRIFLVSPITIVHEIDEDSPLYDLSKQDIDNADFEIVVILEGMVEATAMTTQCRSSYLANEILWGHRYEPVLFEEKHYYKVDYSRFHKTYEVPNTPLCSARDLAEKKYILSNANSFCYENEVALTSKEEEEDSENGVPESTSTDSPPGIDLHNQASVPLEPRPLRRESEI
# An asterisk follows results filed as active; i = inactive; x = no result given.
# Value order: CHT inh | Kir21 inh
COc1ccc(NC(=S)N2CCN(C(=O)C3CCCO3)CC2)c(OC)c1 (stereo not given)
→ i | 0.15
CC(OC(=O)CCOc1ccccc1)C(=O)NC1CC1 (stereo not given)
→ i | 1.38
O=C(CCCC1=NS(=O)(=O)c2ccccc2N1)N1CCN(c2ccc([N+](=O)[O-])cc2)CC1
→ i | 1.24
CCc1cc(=O)oc2c(C)c(OCC(=O)N3CCC[C@@H]3C(=O)O)ccc12
→ i | -1.16
COC(=O)/C(=C\Nc1ccc(OC)cc1)NC(=O)c1ccc(Cl)cc1Cl
→ i | 0.77
O=C(Cc1ccccc1)Nc1ccccc1C(=O)N1CCCCCC1
→ i | -0.87
O=S(=O)(c1cc(Cl)ccc1Cl)N1CCc2ccccc21
→ i | 0.56
Cc1cccc(Nc2nnc(SCC(=O)c3ccc(Br)s3)s2)c1C
→ i | 0.48
Cc1cc(C)c(C)c(S(=O)(=O)NC2CCN(Cc3ccccc3)CC2)c1C
→ i | -1.2
O=C(O)/C=C/C(=O)NNC(=O)c1ccc(Br)cc1
→ i | 0.06
Cc1ccc2c(C)c(C(=O)N3CCC(N4CCC(C(=O)NC5CC5)CC4)CC3)oc2c1
→ -8.96* | -0.91
CC(=O)N1c2ccccc2C(=O)C1N1CCCCC1 (stereo not given)
→ i | 0.39
CC(=O)c1cc2c(cc1NS(=O)(=O)c1ccccc1F)OCO2
→ i | 0.05
COC(=O)C1C(=O)c2c([nH]c(C(=O)OCC3CCCO3)c2C)CC1C (stereo not given)
→ i | -1.29
Cc1ccc(C2=CC(c3ccc(N(C)C)cc3)n3nnnc3N2)cc1 (stereo not given)
→ i | 1.47
O=C1OC(N2C(=O)CC[C@H]2C(=O)Nc2cccc(F)c2)c2ccccc21 (stereo not given in full)
→ i | -0.42
CCn1c(NC(=O)c2cccs2)nc2ccccc21
→ i | 0.4
Cc1ccc(OCC(O)Cn2c(=N)n(Cc3ccccc3)c3ccccc32)cc1 (stereo not given)
→ -8.96* | -6.03*
COc1ccc(-n2c(Cc3cc(=O)[nH]c(=O)[nH]3)nnc2SCC(=O)NC2CCCC2)cc1
→ i | 1.54
O=C(N/N=C/C=C\c1ccccc1[N+](=O)[O-])c1cccnc1
→ i | -0.84

# Look-ups from the entries so far.
# Reading of COc1ccc(-n2c(Cc3cc(=O)[nH]c(=O)[nH]3)nnc2SCC(=O)NC2CCCC2)cc1 under Kir21 inh: 1.54
# Reading of Cc1ccc(C2=CC(c3ccc(N(C)C)cc3)n3nnnc3N2)cc1 (stereo not given) under Kir21 inh: 1.47

# Further structures
# Value order: CHT inh | Kir21 inh
CC(=O)Nc1ccccc1NC(=O)C/C(C)=N/NC(=O)c1ccncc1
→ i | -1.23
CCOC(=O)/C(N=Nc1ccc(F)cc1)=C(/O)c1ccc([N+](=O)[O-])cc1
→ i | 0.96
O=C(NCCc1ccc(Cl)cc1Cl)c1cc([N+](=O)[O-])c[nH]c1=O
→ i | -0.37
Cc1cccc(/C=N/NC(=O)c2c(-c3ccccc3)noc2C)c1O
→ i | 0.51
Cc1c(C(=O)Nc2ccccc2)oc2c1C(=O)CC(C)(C)C2
→ i | 0.16
c1ccc(-n2nnnc2SCc2cccc3nsnc23)cc1
→ i | 1.09
COc1ccc(/C=N/NC(=O)C(C)n2cnc3ccccc3c2=O)cc1OC (stereo not given)
→ i | 0.05
COc1cc2c(cc1NC(=O)CSc1cccc[n+]1[O-])oc1ccccc12
→ i | -0.93
CCCCNC(=O)COCc1cc(-c2ccc3c(c2)OCO3)on1
→ i | -0.57
COc1cc2c(cc1OC)-c1cc(NC3CCCCCC3)nc(=O)n1CC2
→ -5.13* | 0.5
Nc1nc(-c2ccccc2Br)cs1
→ i | 1.59
CCOC(=O)CC(=O)CSc1nc2ccccc2c(=O)n1-c1ccc(C(=O)NCCOC)cc1
→ i | -0.7
COc1ccc(-c2[nH]ncc2CN(C)C(C)c2ccon2)cc1F (stereo not given)
→ i | -0.2
CC(=O)c1ccc(OCC(=O)c2ccc(-c3ccccc3)cc2)cc1
→ i | 0.97
O=C(NCc1ccccc1)C1=C[C@H](C2CC2)C[C@H](OCc2ccc(CO)cc2)O1
→ i | 1.27
COc1cc(CCC(=O)Nc2c(C(=O)N3CCN(c4ccccc4)CC3)oc3ccccc23)on1
→ i | -0.34
O/N=C/c1cc(Cl)ccc1OCc1ccccc1Cl
→ i | 1.4
CCOC(=O)CCCn1ccc2cc(S(=O)(=O)N3CCCC3)ccc21
→ i | -0.6
CC(C)(C)NC(=O)CSc1nnc(CN2CCCCCC2=O)n1-c1ccccn1
→ i | 1.67
O=C(N/N=C/c1cc([N+](=O)[O-])ccc1Cl)c1cnccn1
→ i | -0.18
Cc1cc(C)c(NC(=O)c2cc3c(nc4sccn43)s2)c(C)c1
→ i | 0.21
O=C(N/N=C/c1ccco1)/C(=C/c1cccc([N+](=O)[O-])c1)NC(=O)c1ccccc1
→ i | 0.86
CC(=O)NC(CCCNC(=S)NC1CCCCC1)C(=O)O (stereo not given)
→ i | 0.16
CSCC[C@H](NC(=O)N1CCn2c1nc1ccccc12)C(=O)N[C@@H](C(=O)O)c1ccccc1
→ i | -1.49
O=C1CCN(S(=O)(=O)c2ccccc2)CCN1CCOCc1cccc(F)c1
→ i | 1
COc1ccc(N/N=C(\C#N)C(=N)SCc2ccccc2)cc1
→ x | -0.09
Nc1nonc1-c1noc(CCCCCN2C(=O)c3ccccc3C2=O)n1
→ i | x
COC(=O)c1cc(S(=O)(=O)NCCc2sccc2C)c[nH]1
→ i | -0.02
O=C(c1cc2cc(Br)ccc2[nH]1)N1CCc2ccccc21
→ i | -0.43
CC(C)C(=O)Nc1ccc(NC(=O)c2cc3ccccc3o2)cc1
→ i | -0.25
COc1cccc(CN(C)C(=O)C2CC(=O)N(c3ccc4c(c3)OCCO4)C2)c1 (stereo not given)
→ i | -0.42
CCn1c(SCC(=O)Nc2cccnc2Cl)nnc1-c1ccccc1
→ i | 0.01
CCn1nc(C)c(/C=N/NC(=O)Cn2nc(C)cc2C)c1C
→ i | -0.82
Cc1csc(SCC(=O)NC2CCC(C)CC2)n1 (stereo not given)
→ i | -0.18
COc1cc(CN2CCNC(=O)C2CC(=O)N2CCCN(C(C)=O)CC2)cc(OC)c1 (stereo not given)
→ i | -0.92
Cc1ccc(Cn2c(=O)c3cccnc3n(CC(=O)Nc3cccc(C(F)(F)F)c3)c2=O)cc1
→ i | -1.15
Cc1ccc(CSc2nnc(Cn3c(=O)sc4ccccc43)n2C)cc1
→ i | -3.06
CCN(c1ccccc1)S(=O)(=O)c1ccc2c(c1)N(C(C)=O)CCO2
→ i | 0.35
CN1CCN(S(=O)(=O)c2cccc(C(=O)Nc3ccc(Br)cc3Br)c2)CC1
→ -10.4* | -0.35
C[n+]1ccc(/C=C/c2c[nH]c3ccc(F)cc23)cc1
→ i | -6.72
COc1ccccc1/C=N\Nc1cc(C)nc(-n2nc(C)cc2C)n1
→ i | -0.2
O=C(CN1C(=O)NC2(CCc3ccccc32)C1=O)c1ccc(Br)cc1 (stereo not given)
→ i | -0.03
O=[N+]([O-])c1nn(-c2ccc3c(c2)OCCO3)n(O)c1=NCc1ccc(F)cc1
→ i | 1.18
CCOC(=O)c1c(S(=O)(=O)NCC(=O)Nc2cccc(F)c2)c(C)n(C)c1C
→ i | -0.37
C=CCn1c(CCNC(=O)C(C)(C)C)nc2ccccc21
→ i | -0.02
CN(C)c1nc(N)nc(-c2nc3ccccc3s2)n1
→ i | 1.44
CCOC(=O)c1cc(S(=O)(=O)N2CCN(C3CCCCC3)CC2)cn1C
→ i | 0.53
Cc1ccc(OCC(=O)NNC(=S)NC(=O)C2CC2)c(C)c1
→ i | 0.25
COc1cc(C(=O)NCC(=O)OCc2ccccc2Cl)cc(OC)c1OC
→ i | -0.49
Cc1cccc(NC(=O)c2ccc(S(=O)(=O)NCc3cccnc3)cc2)c1
→ i | 0.47
Cc1c(OC(C(=O)O)c2ccccc2)ccc2c(-c3ccccc3)cc(=O)oc12 (stereo not given)
→ i | 1.23
O=C(Nc1cccn2ncnc12)c1ccccc1
→ i | 0.75
O=C(Nc1ccc2c3c(cccc13)CC2)c1ccc(Br)o1
→ i | -2.17
Cc1ccc(NC(=S)NC2CCCC2)cc1
→ i | -0.72
CCOC(=O)N1CCN(C(=O)C(C)N(c2ccccc2)S(C)(=O)=O)CC1 (stereo not given)
→ i | 1.33
CC(C)(C)NC(=O)NC(=O)COC(=O)Cn1c(C(F)(F)F)nc2ccccc21
→ i | -1.66
Cc1cccc(-c2oc3ccc(-c4ccc5c(c4)OCO5)cc3c2/C=C/c2ccc(N)cc2)c1
→ i | 0.21
CCOC(=O)C1CCCN(C(=O)c2ccc(CS(=O)(=O)c3ccc(Br)cc3)o2)C1 (stereo not given)
→ i | 0
COc1ccc(CCNC(=O)CNS(=O)(=O)c2ccc(F)c(Cl)c2)cc1OC
→ i | -0.03
O=C(/C=C/c1ccccc1)N1CCCN(C(=O)/C=C/c2ccccc2)CC1
→ i | -0.01

# (list continues)
# Value order: CHT inh | Kir21 inh
CCc1ccccc1N(C)S(=O)(=O)c1ccc2[nH]cc(C(=O)N3CCc4ccccc43)c(=O)c2c1
→ i | 0.28
O=C(CN1CCOCC1)Nc1c(-c2ccccc2)c2cc(Br)ccc2[nH]c1=O
→ i | 0.54
Fc1ccc(CNCCC(Cc2ccccc2)c2ccco2)cc1 (stereo not given)
→ i | -15.1*
CC(C)CNC(C)C(=O)Nc1ccc(S(N)(=O)=O)cc1 (stereo not given)
→ i | 0.38
N[C@@H](Cc1ccc(O)cc1)c1nnc([C@H](CC(=O)O)NC(=O)C2CCNCC2)o1
→ i | 0.19
CC1CCCCN1S(=O)(=O)c1ccc(C(=O)Nc2nnc(-c3ccccc3Cl)o2)cc1 (stereo not given)
→ i | 0.98
Cc1nn(C)c(Cl)c1CN1CCCC(C(=O)Nc2cccc(-n3cccn3)c2)C1 (stereo not given)
→ i | -0.63
O=C(N/N=C/C1CC=CCC1)c1cc(Br)ccc1O (stereo not given)
→ i | -0.21
O=C(CCC(=O)N(Cc1ccco1)C(C(=O)NC1CCCC1)c1ccncc1)Nc1cccnc1 (stereo not given)
→ i | 1.82
O=C(OC(C(=O)NCc1ccco1)c1ccc(Cl)cc1)c1cccs1 (stereo not given)
→ i | 1.94
COc1cccc(CNC(=O)CN(C)S(=O)(=O)c2ccc3c(c2)n(C)c(=O)c(=O)n3C)c1
→ i | -1.48
CCOc1ccc(CN2CCN(CC(O)Cn3c4ccccc4c4ccccc43)CC2)cc1 (stereo not given)
→ i | -1.25
CC(C)CCOc1ccc(C(=O)N2CCCC2C(=O)O)cc1 (stereo not given)
→ i | -0.53
O=C1NN=COc2ccccc21
→ i | -1.45
COc1ccc(OC)c(NC(=O)CCN2C(=O)c3cccc([N+](=O)[O-])c3C2=O)c1
→ i | 0.31
CCc1nc(SCC(=O)N2CCOCC2)c2c(=O)n(C)c(=O)n(C)c2n1
→ i | 2.25
c1ccc(N2CCN(c3ccc4nncn4n3)CC2)nc1
→ i | 1.59
CC12COC3(C(=O)Nc4ccc([N+](=O)[O-])cc4)CC1CCC32C (stereo not given)
→ i | -2.35
COc1ccccc1Nc1nc(N)nc(CSC(=S)N2CCOCC2)n1
→ i | -1.87
CCN1CCN(c2cc(C)c3cc(NC(=S)N4CCN(c5ccc(F)cc5)CC4)ccc3n2)CC1
→ i | 0.47
Cc1ccc(NS(=O)(=O)c2cc([N+](=O)[O-])ccc2NNC(=S)Nc2cc(C)ccc2C)c(C)c1
→ i | 0
O=C(Nc1ccccc1C(=O)N1CCCCCC1)c1ccc(Cl)cc1
→ i | -0.23
Cc1cc(C)c(OCC(=O)OCC(=O)NCCC2=CCCCC2)c(C)c1
→ i | 0.03
CCOC(=O)CN1C(=O)S/C(=C/c2ccc(OCc3ccc(C(=O)O)cc3)cc2)C1=O
→ i | 1.38
Cc1ccc(Cl)cc1N1CCN(C(=O)C2CCN(S(=O)(=O)c3cccnc3)CC2)CC1
→ i | 1.41
Cc1cc(-c2onc(C)c2C(=O)N/N=C/c2ccccc2)no1
→ i | 0.54
COc1ccc(OC)c2[nH]c(=O)c(CCNC(=O)c3ccc4c(c3)OCO4)cc12
→ i | -1.62
Cc1cccc(OCCCC(=O)Nc2ccc(S(=O)(=O)N3CCCC3)cc2)c1
→ i | -1.16
CN1C(=S)SC(/[N+]([O-])=C/c2cccnc2)C1(C)C (stereo not given)
→ i | 1.06
Cc1ccc(Cn2c(SCC(C)C)nc3c2c(=O)[nH]c(=O)n3C)cc1
→ i | 0.82
COc1cc(NC(=O)COC(=O)CCc2cc(OC)c(OC)c(OC)c2)cc(OC)c1
→ i | -0.01
CCN1CCN(C(=O)CN(c2ccc(F)cc2)S(=O)(=O)c2ccc(OC)c(OC)c2)CC1
→ i | -0.75
Cc1ccc(C2C3=C(CCCC3=O)N=C3c4ccccc4C(=O)C32)cc1 (stereo not given)
→ i | 0.63
CCCCc1nc(NCC2CCCO2)c(C#N)c2c1COC(C)(C)C2 (stereo not given)
→ i | 0.03
O=C(O)CCCN1C(=O)c2ccc(Oc3cccc([N+](=O)[O-])c3)cc2C1=O
→ i | 1.39
COc1ccc(C)cc1NC(=O)c1ccc([N+](=O)[O-])cc1[N+](=O)[O-]
→ i | -0.11
COc1ccc(OCCSc2nnc3sc4ccccc4n23)cc1
→ i | -1.16

# Part of the list above, tab-delimited:
SMILES	CHT inh	Kir21 inh
Cc1ccc(Cl)cc1N1CCN(C(=O)C2CCN(S(=O)(=O)c3cccnc3)CC2)CC1	i	1.41
Cc1cc(-c2onc(C)c2C(=O)N/N=C/c2ccccc2)no1	i	0.54

# Profiles, quoted from the list.
# Cc1ccc(Cn2c(SCC(C)C)nc3c2c(=O)[nH]c(=O)n3C)cc1 as listed: CHT inh = i; Kir21 inh = 0.82
# COc1ccc(OCCSc2nnc3sc4ccccc4n23)cc1 as listed: CHT inh = i; Kir21 inh = -1.16
# CCOC(=O)CN1C(=O)S/C(=C/c2ccc(OCc3ccc(C(=O)O)cc3)cc2)C1=O as listed: CHT inh = i; Kir21 inh = 1.38
